aDG glyco act – increases alpha dystroglycan glycosylation | activation, % at 10 µM | AID 624168 | Pro5-aDG cells, alpha-DG glycosylation AlphaScreen (IIH6); 0% Pro5, 100% B10-LARGE cell signal | 360,000 tested, 0.22% active;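 active means activation of at least 8% versus controls, or a plate z-score of at least 8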;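 further: Pro5 are CHO cells carrying HIG-tagged alpha-DG that lacks glycosylation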
Glyco luc inh – blocks N-linked glycosylation in D54 reporter cells. reporter increase, % at 12.5 µM. 360,000 tested, 0.23% active. D54 ERlucT glycosylation luciferase reporter, 24 h; percent of 100 nM tunicamycin response;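 active means mean luciferase reporter signal, scaled so untreated is 0 and the glycosylation-blocking control 100, at or above a set limit in every replicate; inconclusive means mean reaches the limit but not every replicate does; inactive means mean below the limit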;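 further: luciferase carries N-glycosylation sites so blocking glycosylation raises the light; 0% = median of neutral control wells and 100% = median of 100 nM tunicamycin wells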
MC4R ag barr – agonists of human melanocortin 4 receptor (MC4R) beta-arrestin. P32245. U2OS MC4R beta-arrestin complementation, luminescence; percent of melanotan II response, DMSO zero. activation, % at 8.9 µM. 360,000 tested, 0.98% active;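 active means activation above a per-plate cutoff, the mean activation of sample wells on that plate plus 3 SD, cut at about 8% in these data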
CaV13 FRET inh – Disruptors of the CACNA1D IQ motif to Ca2+-dependent inactivation inhibitor domain association, primary screening, Förster resonance energy transfer in intact living …. 340,000 tested, 0.098% active. inhibition, % at 12.3 µM. AID 743397. HEK cells, CFP/YFP FRET ICDI-IQ, plate reader, 10 min; percent FRET-ratio fall versus neutral wells;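 active means mean replicate inhibition of at least 30% and at least 1% of replicates passing that level; inconclusive means only one of the two criteria is met; inactive means neither criterion is met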;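 further: 0% = median of the neutral control wells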
m5-HT2A agonist – mouse HTR2A agonism via beta-arrestin recruitment; 360,000 tested, 0.66% active; P35363; activation, % at 7.6 µM; CHO-K1 mHTR2A beta-arrestin complementation, luminescence; percent of 30 µM serotonin response;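 active means activation above a run cutoff, the mean activation of all tested compounds plus 3 SD, cut at about 14% in these data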;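 further: 0% = plate median of compound wells and 100% = 30 µM serotonin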
PDI inh – blocks human protein disulfide isomerase activity. P07237. PDI insulin aggregation turbidity, A650, 90 min. inhibition, % at 10 µM. 350,000 tested, 0.052% active;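 active means mean inhibition across replicates of 30% or more, whatever share of single replicates reach that level; inconclusive means mean inhibition below 30% while every single replicate reaches 30%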;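 further: absorbance from insulin aggregation driven by PDI reduction with DTT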
Vif imaging – inhibitors of HIV Vif; 340,000 tested, 0.35% active; HEK293T cells, Vif self-association by quenched fluorescence, imaging, 24 h; inhibition, % at 7.49 µM; in the data active means inhibition above about 50%, passing the limit was not always enough; inconclusive means no clear call, values can overlap the other calls; inactive means below about 31%; further: some results filed as inactive read as strong as hits
ABCB6 inh MLPCN – human ABCB6 transporter inhibition; Q9NP58; K562-ABCB6 porphyrin accumulation, flow cytometry, 1 h; hits give low values; fluorescence ratio to DMSO, % at 10 µM; 360,000 tested, 0.19% active; AID 602162;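 active means fluorescence ratio to DMSO below 75%, the collection mean minus 3 SD; inconclusive means too few cells collected in the well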;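 further: signal is porphyrin accumulated inside mitochondria; 100% equals median channel fluorescence of DMSO control wells; lower ratio means ABCB6 inhibition with less porphyrin fluorescence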
Target sequence (Q9NP58 whole entry, looked up): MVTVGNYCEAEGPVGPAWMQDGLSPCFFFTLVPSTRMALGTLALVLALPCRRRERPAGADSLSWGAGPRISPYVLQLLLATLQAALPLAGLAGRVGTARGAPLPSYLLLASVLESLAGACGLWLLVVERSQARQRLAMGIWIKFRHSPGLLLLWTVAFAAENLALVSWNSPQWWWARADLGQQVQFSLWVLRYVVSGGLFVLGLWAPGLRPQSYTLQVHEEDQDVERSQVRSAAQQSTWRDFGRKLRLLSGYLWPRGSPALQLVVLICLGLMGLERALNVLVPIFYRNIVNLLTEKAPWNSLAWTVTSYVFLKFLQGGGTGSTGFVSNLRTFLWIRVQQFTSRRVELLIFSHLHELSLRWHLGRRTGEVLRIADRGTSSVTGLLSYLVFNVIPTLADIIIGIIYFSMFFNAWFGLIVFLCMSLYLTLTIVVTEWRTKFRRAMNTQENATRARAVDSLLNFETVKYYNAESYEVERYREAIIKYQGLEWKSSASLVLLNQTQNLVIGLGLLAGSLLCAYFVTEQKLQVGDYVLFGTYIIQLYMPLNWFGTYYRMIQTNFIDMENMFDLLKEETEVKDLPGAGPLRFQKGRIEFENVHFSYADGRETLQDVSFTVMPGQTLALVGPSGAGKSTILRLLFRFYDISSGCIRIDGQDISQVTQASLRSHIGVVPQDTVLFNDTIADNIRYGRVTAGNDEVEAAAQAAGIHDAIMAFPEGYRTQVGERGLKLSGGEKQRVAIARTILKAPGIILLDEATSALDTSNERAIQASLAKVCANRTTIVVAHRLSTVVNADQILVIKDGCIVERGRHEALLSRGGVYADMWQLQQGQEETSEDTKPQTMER
MC4R antag cAMP – blocks human MC4R cAMP signaling; AID 540295; MC4R-expressing cells, MTII-stimulated cAMP, LANCE TR-FRET; inhibition, % at 6.5 µM; P32245; 360,000 tested, 0.48% active;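 active means inhibition above its plate's cutoff, the mean of tested wells on that plate plus 3 SD, cut at about 29% in these data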;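 further: 0% = Melanotan II alone and 100% = Melanotan II plus saturating MCL0020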
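Assay system: human MC4R-expressing U2OS cells; reagent: Melanotan II stimulation of cells; dosing: 6.5 µM single dose; timing: compound 30 min, challenge 1 h, detection 1 h; signal: TR-FRET cAMP assay; replicates: one well per compound, no replicates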
Cardio protect – modulators protecting cardiomyocytes from myocardial damage; H9c2 cardiomyocytes, H2O2 injury protection, ATPLite, 2 h; protection from H2O2 cell death, % at 20 µM; 360,000 tested, 0.63% active; AID 588492;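 active means compounds giving at least 50% protection of heart cells from peroxide-induced death in the single-dose screen, raw or plate-pattern-corrected value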;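 further: 0% = DMSO wells with peroxide and 100% = DMSO wells without peroxide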
* = called active by the depositor; ? = inconclusive; / = not tested or not shown.

Every second line gives: PDI inh	MC4R ag barr	m5-HT2A agonist	CaV13 FRET inh	Glyco luc inh	Vif imaging	MC4R antag cAMP	Cardio protect	aDG glyco act	ABCB6 inh MLPCN
OCC1(Cc2ccccc2C(F)(F)F)CCN(Cc2ccncc2)CC1
  2	1.5	1	-4	-5	3	-1	-6	0.0	102
Cc1cc(C)cc(OCc2nnc(SCC(=O)NC3CC3)n2C)c1
  -4	1.7	6	/	2	-3	-6	2	2.1	99
CC(/C=N/NC(=O)c1ccncc1)=C\c1ccc(C(C)C)cc1
  1	4.5	6	-5	-3	-2	3	36	0.3	85
CCc1nnc(NC(=O)[C@@H](NS(=O)(=O)c2ccc3c(c2)OCCO3)C(C)C)s1
  10	-1.5	0	-6	1	-1	4	10	0.0	90
COc1ccc2[nH]c3c(c2c1)CCN1C(=O)C(CC(=O)NCCCN(C)C)C[C@H](C(=O)N2CCCCC2)[C@@]31CCc1ccccc1 (stereo partly drawn)
  -2	-0.4	2	-8	-1	12	6	12	0.1	109
COc1cccc(-c2ccc(SCC(=O)NC3CCCC3)nn2)c1
  -11	-3.7	3	/	1	-6	1	1	-0.2	94
COC(=O)Nc1ccc(S(=O)(=O)N(CCO)CCO)cc1
  3	1.8	3	-8	2	17	-11	2	0.2	92
CCOc1ccc(-c2nnc(SCC(=O)N3CCCC3)o2)cc1
  -7	-0.1	-3	-4	-2	0	9	-1	-0.1	103
O=C(CCc1ccccc1)Nc1c(F)c(F)c(F)c(F)c1F
  13	-2.0	-1	/	0	/	3	7	0.2	96
Cn1c(=O)c2c(nc(CN3CCc4ccccc4C3)n2Cc2ccccc2F)n(C)c1=O
  -1	0.4	2	/	6	-1	-2	9	0.1	99
CCC(CC)c1nc(C(N)=O)c2[nH]c(=O)n(-c3ccc(OC)c(OC)c3)c2n1
  -16	-1.6	12	-3	2	3	3	-4	-0.1	100
Cc1cc(C)c(C(=O)C(C)OC(=O)c2ccc(Cl)nc2)cc1C (stereo not drawn)
  -4	-2.0	-3	/	-1	-2	8	-7	0.0	99
CCSC1OC(C(COC(C)=O)OC(C)=O)C(OC(C)=O)C1NC(C)=S (stereo not drawn)
  11	-0.5	3	-10	1	6	-9	6	-0.2	93
COc1cc(/C=N/NC(=O)c2ccccc2Cl)ccc1Oc1ccc([N+](=O)[O-])cn1
  10	0.4	6	-7	1	-4	12	4	0.5	99
O=C(Cn1ncc2c3ccccc3n(Cc3ccccc3F)c2c1=O)NCCCN1CCCC1=O
  -5	-3.0	0	-6	0	8	-2	6	0.3	123

Another view of part of the listing above.
SMILES: Cn1c(=O)c2c(nc(CN3CCc4ccccc4C3)n2Cc2ccccc2F)n(C)c1=O
  PDI inh = -1
  MC4R ag barr = 0.4
  m5-HT2A agonist = 2
  CaV13 FRET inh = /
  Glyco luc inh = 6
  Vif imaging = -1
  MC4R antag cAMP = -2
  Cardio protect = 9
  aDG glyco act = 0.1
  ABCB6 inh MLPCN = 99
SMILES: CCC(CC)c1nc(C(N)=O)c2[nH]c(=O)n(-c3ccc(OC)c(OC)c3)c2n1
  PDI inh = -16
  MC4R ag barr = -1.6
  m5-HT2A agonist = 12
  CaV13 FRET inh = -3
  Glyco luc inh = 2
  Vif imaging = 3
  MC4R antag cAMP = 3
  Cardio protect = -4
  aDG glyco act = -0.1
  ABCB6 inh MLPCN = 100

The listing continues.
Every second line gives: PDI inh	MC4R ag barr	m5-HT2A agonist	CaV13 FRET inh	Glyco luc inh	Vif imaging	MC4R antag cAMP	Cardio protect	aDG glyco act	ABCB6 inh MLPCN
CCn1c(=O)c(C(=O)NCCc2ccccc2)c(O)c2ccccc21
  -7	-2.1	3	/	-2	-2	5	41	0.0	129
O=C(C/C=N/OCc1ccc(Cl)cc1)c1cnc(-c2ccccc2)s1
  2	3.6	1	/	-2	20	12	-7	-0.3	104
O=C(NCc1ccccn1)c1ccc2c(=O)n3nc(Nc4ccccc4)sc3nc2c1
  10	1.4	8	-7	1	17	2	2	-0.1	93
CCOc1cc(CNCc2ccncc2)cc(Br)c1OCc1ccccc1F
  13	0.1	-4	-5	-4	-32	4	-22	2.6	/
CN1CC(=O)N(CCOc2ccccc2)C1=O
  1	-1.9	-2	1	2	10	2	9	0.2	89
Cc1nc2c(-c3ccc(F)cc3)c(C)nn2c(C)c1CCC(=O)Nc1ccc(F)cc1F
  -12	4.2	0	-5	-5	-3	-4	-9	0.1	92
Cc1cc2c(SCC(=O)NC3CCCC3)ncnc2s1
  -56	-1.7	-3	-17	-5	-1	4	8	0.0	101
O=C(Cn1c(=O)n(Cc2ccco2)c(=O)c2cc(Cl)ccc21)NCC1CCCO1 (stereo not drawn)
  11	-1.1	1	-2	1	7	4	6	0.4	94
O=C1CC(c2ccccc2)CN1Cc1ccccc1 (stereo not drawn)
  -2	-3.6	0	-10	1	1	3	3	-0.3	99
O=C(CCl)N(c1ccccc1)C1CCS(=O)(=O)C1 (stereo not drawn)
  18	-2.1	5	-5	-4	6	6	-2	1.0	97
CCOCCOC(=O)C(C)Oc1ccc(Oc2nc(Cl)ccc2Cl)cc1 (stereo not drawn)
  -1	-1.6	5	-5	3	/	23	2	0.1	95
CC(C)CNS(=O)(=O)c1cc(C(=O)N2CCOCC2)c(Cl)cc1Cl
  -1	1.2	6	/	-1	6	3	0	0.0	97
CC(Oc1ccc2c(-c3ccccc3)cc(=O)oc2c1)C(=O)NCc1ccccn1 (stereo not drawn)
  /	0.3	-1	/	0	14	8	-5	-0.3	?
Cc1ccc(N(CC(=O)NN=C2CCN(C)CC2)S(=O)(=O)c2ccccc2)c(C)c1
  9	1.2	-5	-14	-2	-6	14	5	-0.2	100
O=C(O)C(Cc1ccccc1)N1C(=O)CCC1=O (stereo not drawn)
  8	0.0	2	-4	2	8	15	7	-0.2	100
COc1cccc(NC(=O)CN(C)C(=O)CCNC(=O)c2ccccc2OC)c1
  -4	-1.3	-2	-6	1	-3	2	-1	0.0	101
Cc1cc(N2CCCCC2)c(F)cc1[N+](=O)[O-]
  12	2.9	-3	-8	-1	15	-4	-8	-0.1	103
Cc1ccc(C2C(C(=O)c3ccco3)=C(O)C(=O)N2c2ncccn2)cc1 (stereo not drawn)
  5	-0.3	-2	-5	0	0	5	-2	0.0	99
CC1(C)CN(c2ccc(-c3ccnc4ncnn34)cc2)C1=O
  -6	-3.2	3	-7	6	-1	2	-1	-0.3	104
CC(=O)NC(CC(=O)NNC(=O)COc1c(C)cccc1C)c1ccccc1 (stereo not drawn)
  4	-2.5	6	-6	2	2	4	4	0.1	96
O=C(O)CCC(=O)Nc1nc2nc(-c3ccccc3)cc(-c3ccccc3)n2n1
  -7	-0.6	3	-6	-1	6	-2	-5	0.5	104
CCOC(=O)c1cc(-c2ccco2)nc2c1c(C)nn2-c1ccccc1
  16	6.8	1	/	1	39	2	-1	0.2	94
Cc1cccc(N2CCN(C(=O)Cn3nc(C)n4cccc4c3=O)CC2C)c1 (stereo not drawn)
  /	0.6	0	-11	-2	/	3	18	0.1	101
O=c1c2cc(Cl)ccc2nc(-c2ccccc2Cl)n1O
  -6	-1.9	1	-7	4	9	6	4	0.1	98
O=C(O)c1ccc2ncsc2c1
  5	1.7	3	-6	1	0	4	3	-0.1	98
CCn1c(SCC(=O)NNC(=O)Cc2ccccc2)nnc1-c1ccncc1
  5	4.7	3	-5	4	25	5	5	-0.7	100
COc1cc(NC(=O)COc2ccc(Cl)cc2)ccc1-c1cc2ccccc2oc1=O
  -4	1.1	3	-20	6	-1	-4	-7	0.0	95
CCOCCCNC(=O)C1CCN(C(=O)N(C)C)CC1
  -2	0.6	4	-8	0	21	5	2	0.1	106
Cc1nn(Cc2ccc(Cl)cc2)c2sc(C(=O)O)cc12
  1	2.0	-3	-5	-1	-8	14	2	-0.1	104

A draw from above in order of count of non-hydrogen atoms, descending:
Every second line gives: PDI inh	MC4R ag barr	m5-HT2A agonist	CaV13 FRET inh	Glyco luc inh	Vif imaging	MC4R antag cAMP	Cardio protect	aDG glyco act	ABCB6 inh MLPCN
COc1cc(NC(=O)COc2ccc(Cl)cc2)ccc1-c1cc2ccccc2oc1=O
  -4	1.1	3	-20	6	-1	-4	-7	0.0	95
CC(Oc1ccc2c(-c3ccccc3)cc(=O)oc2c1)C(=O)NCc1ccccn1 (stereo not drawn)
  /	0.3	-1	/	0	14	8	-5	-0.3	?
O=C(O)CCC(=O)Nc1nc2nc(-c3ccccc3)cc(-c3ccccc3)n2n1
  -7	-0.6	3	-6	-1	6	-2	-5	0.5	104
CCn1c(SCC(=O)NNC(=O)Cc2ccccc2)nnc1-c1ccncc1
  5	4.7	3	-5	4	25	5	5	-0.7	100
Cc1ccc(C2C(C(=O)c3ccco3)=C(O)C(=O)N2c2ncccn2)cc1 (stereo not drawn)
  5	-0.3	-2	-5	0	0	5	-2	0.0	99
CCOC(=O)c1cc(-c2ccco2)nc2c1c(C)nn2-c1ccccc1
  16	6.8	1	/	1	39	2	-1	0.2	94
CC(C)CNS(=O)(=O)c1cc(C(=O)N2CCOCC2)c(Cl)cc1Cl
  -1	1.2	6	/	-1	6	3	0	0.0	97
CC1(C)CN(c2ccc(-c3ccnc4ncnn34)cc2)C1=O
  -6	-3.2	3	-7	6	-1	2	-1	-0.3	104
O=c1c2cc(Cl)ccc2nc(-c2ccccc2Cl)n1O
  -6	-1.9	1	-7	4	9	6	4	0.1	98
O=C(CCl)N(c1ccccc1)C1CCS(=O)(=O)C1 (stereo not drawn)
  18	-2.1	5	-5	-4	6	6	-2	1.0	97
Cc1cc(N2CCCCC2)c(F)cc1[N+](=O)[O-]
  12	2.9	-3	-8	-1	15	-4	-8	-0.1	103
O=C(O)c1ccc2ncsc2c1
  5	1.7	3	-6	1	0	4	3	-0.1	98
